Myeloid diff MLP: compounds promoting myeloid differentiation; ER-HoxA9 myeloid progenitors, lysozyme-GFP differentiation, flow cytometry; calls only at 10 µM; actives 1% (n = 360,000);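 active = normalized GFP-positive differentiation at or above the plate's own cutoff, the solvent-only control mean plus 3 SD; inconclusive = no clear call, values can overlap the other calls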;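 note: cells exposed to compound for four days before flow analysis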
Salmonella PhoP GFP: inhibitors of PhoP regulon expression, primary screen, Salmonella Typhimurium, GFP reporter (AID 1863). actives 0.16% (n = 300,000). inhibition, % at 50 µM, or IC50 in µM where a hit was titrated. S. Typhimurium PhoP-regulated promoter GFP reporter, 4 h; higher % means a stronger effect;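 active = inhibition over 29.93%, a cutoff 3 SD above the screen mean, later confirmed by dose response; inconclusive = inhibition over 29.93% but no dose response follow-up; inactive = inhibition at most 29.93% or unconfirmed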;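 note: 0% = low Mg2+ inducing control and 100% = high Mg2+ repressing control; strong numbers were not always called active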
NOD1 NF-kB reporter: inhibition of NOD1-driven NF-kB reporter – cell-based, luminescence, uHTS, primary screen (AID 1578). NOD1-driven NF-kB luciferase reporter cells, luminescence; higher % means a stronger effect. inhibition, % at 4 µM; hits with a dose series show EC50 in µM. actives 1% (n = 290,000); in the data active = inhibition mostly above about 36%, no sharp cut-off; inactive = mostly below about 34%;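 note: HEK-293T reporter cells stimulated with the NOD1 agonist gamma-tri-DAP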
LYP phosphatase: PTPN22 lymphoid phosphatase activity blockers – biochemical, fluorescence intensity, uHTS (AID 1779). recombinant LYP phosphatase, fluorescence intensity; higher % means a stronger effect. one-dose inhibition, % at 11.5 µM; IC50 in µM for titrated hits. actives 0.054% (n = 290,000);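 note: plate controls were vehicle with enzyme for no effect and no enzyme for full effect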
KOR beta-arrestin-1: kappa opioid receptor activators – cell-based, luminescence, uHTS, primary screen (AID 1777); KOR beta-arrestin recruitment, luminescence; higher % means a stronger effect; activation, % at 10 µM; hits with a dose series show EC50 in µM; actives 0.02% (n = 280,000); in the data active = activation above about 50%, passing the limit was not always enough; note: a part of the inactive calls stands beside numbers as strong as those of hits
Siah-1 displacement: blockers of Siah-1 interaction with plectin peptide – biochemical, fluorescence polarization, rhodamine-plectin, uHTS, primary screen (AID 1817); Siah-1 / rhodamine-plectin peptide fluorescence polarization; higher % means a stronger effect; displacement, % at 20 µM; hits with a dose series show IC50 in µM; actives 0.02% (n = 290,000);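 active = displacement of at least 50% at 20 µM, with a fluorescence ratio check between 0.3 and a set limit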;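 note: plate controls were Siah plus tracer with DMSO for no effect and tracer alone without Siah for full effect; strong numbers were not always called active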
HEK293 NOD2/NF-kB: inhibition of NOD2-driven NF-kB reporter – cell-based, luminescence, uHTS, HEK293 (AID 1566). HEK293 NOD2/NF-kB luciferase reporter, luminescence; higher % means a stronger effect. inhibition, % at 4 µM; hits with a dose series show EC50 in µM. actives 0.63% (n = 290,000); note: many of its hits are not listed in these tables
KOR beta-arrestin-2: kappa opioid receptor blockers – cell-based, luminescence, uHTS (AID 1778); KOR beta-arrestin recruitment, luminescence, antagonist mode; higher % means a stronger effect; one-dose inhibition, % at 10 µM; IC50 in µM for titrated hits; actives 0.091% (n = 290,000); note: strong numbers were not always called active
HIV fusion peptide: cell-free HIV fusion peptide-binding blockers – biochemical, uHTS, fluorescence dequenching, primary screen (AID 1986); cell-free peptide binding, fluorescence dequenching, 30 min; higher % means a stronger effect; one-dose inhibition, % at 20 µM; IC50 in µM for titrated hits; actives 0.3% (n = 290,000); in the data active = inhibition mostly above about 52%, no sharp cut-off; inactive = mostly below about 76%; note: some results filed as inactive read as strong as hits
Myeloid diff MLP GFP+ MAC1+ %: second read-out of Myeloid diff MLP, no call of its own (marks repeat the call); GFP+ MAC1+ double positive, %; measured here: differentiation confirmed by MAC1 staining
The depositor's hits bear a star; i = inactive; ? = inconclusive; . = no result given; [ ] = remark or other dose. Cut-off read from the data, not from the text of the source, unless noted: active = inhibition above about 50%; inactive = the rest.

SMILES	Myeloid diff MLP	Myeloid diff MLP GFP+ MAC1+ %	Salmonella PhoP GFP	NOD1 NF-kB reporter	LYP phosphatase	KOR beta-arrestin-1	Siah-1 displacement	HEK293 NOD2/NF-kB	KOR beta-arrestin-2	HIV fusion peptide
CC1CCCCN1C(=O)CSc1nnc(-c2ccco2)n1C (stereo not drawn)	i	0.2	6%	-1%	-6%	8.6%	0%	-1%	-22%	-0.9%
Cc1ccc(N2C(=S)NC3c4cc(Cl)ccc4OC2(C)C3C(=O)N(C)C)cc1 (stereo not drawn)	i	0.8	-1%	-29%	2%	4.4%	1%	-8%	-10%	-2.3%
Cc1cccc(CSCCNC(=O)Nc2ccccc2)c1	i	0.1	24%	-14%	-5%	0.1%	6%	6%	4%	1.1%
Cc1cccc(-n2ncc3c(N4CCC5(CC4)OCCO5)ncnc32)c1	i	1.5	-6%	-7%	-1%	-7.0%	3%	-93%	30%	-1.1%
CC1=[N+]([O-])C(N2CCOCC2)C(O)(c2ccccc2)C1 (stereo not drawn)	i	0.6	1%	5%	-4%	9.4%	1%	14%	36%	1.9%
CCN1CCN(CC(=O)NC2CCCCC2)C(=O)C1=O	i	3.0	4%	-10%	-7%	0.2%	12%	4%	-2%	2.7%
COC(=O)c1ccc(S(=O)(=O)N2CCC(C(N)=O)CC2)n1C	i	0.3	-10%	-10%	-7%	8.0%	2%	15%	-10%	0.9%
COc1ccccc1C(=O)Nc1ccc2c(c1)CN(Cc1cnc(C)s1)CC2	i	0.7	8%	-32%	-3%	5.9%	-6%	13%	5%	-1.2%
O=C(Nc1ccc2c(c1)OCO2)N1CCN(c2ncc(C(F)(F)F)cc2Cl)CC1	i	1.1	0%	-6%	-5%	0.6%	-1%	-68%	-1%	-2.7%
COc1ccc(Cl)cc1NS(=O)(=O)c1ccc(OC)c(OC)c1	i	0.4	8%	7%	-9%	0.3%	5%	3%	-40%	-3.0%
COc1ccc(NC(=O)NNC(=O)COc2ccc([N+](=O)[O-])c(C)c2)cc1OC	i	0.6	-3%	-21%	-5%	0.2%	0%	13%	-8%	1.1%
OC(CNCCc1ccc(Cl)cc1)COCc1ccco1 (stereo not drawn)	i	0.8	2%	-17%	-12%	3.3%	1%	4%	17%	2.1%
COc1ccccc1-c1nc(SCC(=O)Nc2cc(C)on2)c2c(=O)n(C)c(=O)n(C)c2n1	i	1.5	9%	3%	-7%	1.9%	-4%	11%	-18%	1.4%
COCCNC(=O)CN(C(=O)CCC(=O)Nc1nccs1)c1ccccc1OC	i	0.9	-6%	-11%	-1%	2.5%	-3%	-2%	-15%	0.7%
CCOc1ccccc1C(=O)NC1CCN(Cc2ccccc2)CC1	i	0.8	-5%	-34%	-6%	-1.8%	-4%	-3%	-7%[20 µM]	-0.3%
C/C(CC(=O)Nc1cccc(C(F)(F)F)c1)=N\NC(=O)C1CCCCC1	i	0.2	1%	2%	-6%	1.0%	-7%	-25%	-23%[20 µM]	-0.3%
Cc1c(CCC(=O)N[C@@H](C)C(=O)O)c(=O)oc2cc3occ(-c4ccccc4)c3cc12	i	0.4	7%	-12%	-4%	-0.3%	8%	-10%	22%	5.5%
COc1cc(/C=N/N2CCCCC2)cc(OC)c1O	i	1.0	12%	-12%	-5%	-0.7%	-9%	6%	-21%	-0.8%
CN1C(=O)/C(=C/c2ccco2)SC1=Nc1cccc(C(=O)O)c1	i	0.1	0%	-55%	10%	-3.9%	24%	-8%	-19%	71%
COc1ccccc1CN1C[C@@H]2C[C@@H](c3ccc(Cl)cc3)N3CCC[C@@]23C1=O	i	0.6	.	2%	-8%	-1.5%	-2%	-29%	-5%	-1.3%
S=C(Nc1ccccc1)Nc1nc2ccccc2n1CCOc1ccccc1	i	0.5	19%	18%	-1%	2.0%	-8%	13%	-24%	-2.1%
CN(CCO)S(=O)(=O)c1ccc2c(c1)C(=NO)c1cc(S(=O)(=O)N(C)CCO)ccc1-2	i	0.8	-6%	-16%	-8%	.	6%	7%	-6%[20 µM]	-0.7%
O=C(NCCCn1ccnc1)/C(=C\c1ccccc1Cl)NC(=O)c1ccccc1	i	2.5	-6%	-32%	-6%	4.0%	-4%	-2%	-19%	1.0%
CC(C)(C)NC(=O)CN1CCC(O)(c2ccc3c(c2)OCO3)CC1	i	0.4	6%	-28%	-6%	-2.0%	1%	9%	-6%	0.3%
CC(C)c1ccc2c(c1)C1Cc3ccccc3C1N2 (stereo not drawn)	i	0.7	-4%	-15%	-8%	0.1%	-12%	-10%	11%	5.4%
Going on with the list.
SMILES	Myeloid diff MLP	Myeloid diff MLP GFP+ MAC1+ %	Salmonella PhoP GFP	NOD1 NF-kB reporter	LYP phosphatase	KOR beta-arrestin-1	Siah-1 displacement	HEK293 NOD2/NF-kB	KOR beta-arrestin-2	HIV fusion peptide
CCOC(=O)C1CCN(c2c(NCCCN3CCCCC3)c(=O)c2=O)CC1	i	0.4	-8%	-1%	-4%	7.8%	-5%	19%	0%	0.6%
C/C(=N\NC(=S)NCc1ccccc1)c1ccc(Br)cc1	i	0.6	-7%	-20%	2%	-0.7%	-3%	-16%	20%	-0.7%
O=C(OCC(=O)C12CC3CC(CC(C3)C1)C2)c1cccnc1Cl	i	0.3	-3%	-6%	-6%	11%	1%	8%	6%	-1.6%
COC(=O)C1=C(C)N(Cc2ccccc2)C(=O)N[C@H]1c1cccc(C(F)(F)F)c1	i	1.6	5%	1%	-4%	-1.8%	9%	4%	35%	-1.1%
NS(=O)(=O)c1ccc(CNC(=O)c2ccc3ccccc3n2)cc1	i	1.6	10%	-30%	-1%	-1.1%	-2%	12%	-6%	-1.9%
CCOC(=O)CSc1nc2sc(C)c(C)c2c(=O)n1C	i	0.6	1%	-22%	-1%	-1.6%	2%	2%	26%	-1.8%
Cc1cccc(C)c1OCC(O)Cn1ccnc1C (stereo not drawn)	i	4.6	10%	-2%	-1%	-6.4%	-1%	10%	21%	1.1%
Oc1c(/C=N/c2ncn[nH]2)ccc2ccccc12	i	0.3	-9%	22%	-3%	9.5%	3%	15%	24%	-0.6%
CC(C)c1ccccc1NC1=CC(=O)CC(C)(C)C1	i	0.4	-4%	-16%	-3%	-2.9%	6%	10%	9%	0.6%
O=c1[nH]c(-c2ccccc2)nnc1-c1ccccc1	i	0.2	2%	-13%	-6%	-0.4%	-1%	-34%	14%	2.3%
COc1ccc(Br)cc1CN(C)C(=O)c1cnc(C)cn1	i	0.5	1%	-14%	0%	0.2%	1%	3%	15%	0.3%
COc1ccccc1N1CCN(C(=O)c2ccc3c(=O)n(Cc4ccco4)c(=S)[nH]c3c2)CC1	i	0.4	0%	-1%	-3%	1.3%	1%	11%	-10%	-3.3%
CCOC(=O)C1=C(C)N(c2ccc(C)cc2)C(=O)/C1=C\c1cccs1	i	0.4	15%	-38%	7%	2.8%	8%	15%	-4%	8.4%
COc1cc(-c2nc3ccccn3c2/N=C/c2cc(OC)c(O)cc2Cl)ccc1O	i	0.6	0%	-31%	-11%	-1.6%	6%	-2%	18%	-0.8%
COc1cc(CN2CCN(Cc3ccc(C(F)(F)F)cc3)CC2)cc(OC)c1OC	i	0.1	0%	11%	-7%	10%	-1%	3%	-44%[20 µM]	0.4%
O=C(Nc1c(F)cc(F)cc1Br)c1cc(-c2ccco2)on1	i	8.0	16%	-1%	0%	-1.4%	5%	-19%	-6%	4.8%
CN(Cc1ccccc1)C(=O)CSc1nc2ccccc2c(=O)n1Cc1ccco1	i	1.6	-1%	10%	5%	1.0%	-3%	-18%	-12%	-3.1%
COc1ccccc1-n1c(C)nnc1SCC(N)=O	i	0.5	6%	-12%	3%	-4.9%	-4%	4%	9%	-1.9%
CC(=O)Nc1cccc(C(=O)/C=C/c2ccc(/C=C/C(=O)c3cccc(NC(C)=O)c3)cc2)c1	.	.	-4%	86%*	-6%	2.5%	-3%	-25%	16%	-1.3%
CC(=O)Nc1c(O)nc(SCC(=O)Nc2ccc(C(C)=O)cc2)[nH]c1=O	i	3.1	0%	-10%	-13%	3.7%	-8%	-30%	-68%	1.9%
Cc1cc(-c2nn(-c3ccccc3)cc2/C=C2\SC(N)=NC2=O)ccc1OC(C)C	i	0.6	-11%	-8%	-3%	-2.2%	2%	-12%	-10%	-0.4%
O=C(Nc1ccccc1)c1ccc(-c2ccc(F)cc2)s1	i	0.6	-7%	-54%	-2%	-3.0%	6%	-149%	-4%[20 µM]	-0.1%
c1ccc(Nc2nc(NCCN3CCOCC3)nc(Nc3ccccc3)n2)cc1	i	0.2	2%	11%	-3%	-3.8%	-2%	9%	-30%[20 µM]	2.9%
Cc1cccc(Nc2nnc(SCC(=O)Nc3cccnc3Cl)s2)c1	i	0.0	-11%	-25%	1%	2.8%	-5%	-14%	-26%	-2.2%
CCN(CC)c1ccc(/C=c2\sc3nnc(-c4ccccc4Cl)n3c2=O)cc1	i	0.7	-20%	-78%	14%	-8.6%	.	-41%	23%	6.3%
Following part.
SMILES	Myeloid diff MLP	Myeloid diff MLP GFP+ MAC1+ %	Salmonella PhoP GFP	NOD1 NF-kB reporter	LYP phosphatase	KOR beta-arrestin-1	Siah-1 displacement	HEK293 NOD2/NF-kB	KOR beta-arrestin-2	HIV fusion peptide
O=S(=O)(/N=C(/Nc1ccccn1)c1ccccc1)c1ccc(Cl)cc1	i	7.1	-8%	1%	-6%	0.1%	2%	10%	33%	-0.7%
O=C(c1cc(-c2ccc(Cl)c(Cl)c2)on1)N1CCCCCC1	i	2.3	-3%	-80%	-5%	0.6%	-1%	-60%	-44%	-0.4%
COc1ccc(CCC(=O)NNC(=O)Nc2ccccc2Cl)cc1	i	5.0	-5%	-34%	-8%	2.8%	-1%	3%	-2%	-0.2%
CCCCCCn1c(CN2CCCCC2CC)nc2c1c(=O)n(C)c(=O)n2C (stereo not drawn)	i	11	-1%	-4%	1%	-2.7%	-3%	6%	-15%	0.3%
CCc1ccc(OCCNC(=O)c2ccc(S(=O)(=O)N(C)C)cc2)cc1	i	1.2	5%	-25%	-2%	4.8%	-4%	-13%	-17%	1.4%
COc1ccc(CCNC(=O)C2CCCN(c3ncnc4c3nc3n4CCCCC3)C2)c(OC)c1 (stereo not drawn)	?	.	7%	-5%	-8%	-5.8%	-5%	17%	-19%	1.5%
Cc1ccc(-c2cc(C(=O)Nc3ccc(S(=O)(=O)Nc4cc(C)on4)cc3)c3ccccc3n2)c(C)c1	i	1.0	-6%	-12%	0%	1.7%	-2%	25%	-17%	0.0%

Three of the compounds above, with two lines to a compound:
Fields – Myeloid diff MLP, Myeloid diff MLP GFP+ MAC1+ %, Salmonella PhoP GFP, NOD1 NF-kB reporter, LYP phosphatase, KOR beta-arrestin-1, Siah-1 displacement, HEK293 NOD2/NF-kB, KOR beta-arrestin-2, HIV fusion peptide
> COc1ccc(CCC(=O)NNC(=O)Nc2ccccc2Cl)cc1
 : i, 5.0, -5%, -34%, -8%, 2.8%, -1%, 3%, -2%, -0.2%
> CCCCCCn1c(CN2CCCCC2CC)nc2c1c(=O)n(C)c(=O)n2C (stereo not drawn)
 : i, 11, -1%, -4%, 1%, -2.7%, -3%, 6%, -15%, 0.3%
> CCc1ccc(OCCNC(=O)c2ccc(S(=O)(=O)N(C)C)cc2)cc1
 : i, 1.2, 5%, -25%, -2%, 4.8%, -4%, -13%, -17%, 1.4%

Compound activity deposited in PubChem BioAssay by several laboratories.

The list is partial, so the mix of outcomes need not match the whole.
